Screening data deposited in PubChem BioAssay by several laboratories.
GPR55 beta-arrestin: GPR55 agonists via beta-arrestin recruitment, primary screen, imaging, U2OS cells, beta-arrestin-GFP redistribution (AID 1961); one-dose activation, % at 10 µM; EC50 in µM for titrated hits; U2OS GPR55 beta-arrestin-GFP redistribution imaging; higher % means a stronger effect; hit rate 0.048% among 290,000;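 active means activation above 40% with more than 50 cells counted in the well; inconclusive means wells holding fewer than 50 cells, flagged as toxic or sparse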;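 further: U2OS osteosarcoma cells stably expressing GPR55 and beta-arrestin-GFP; plate controls were DMSO negative control for no effect and LPI positive control for full effect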
Myeloid diff MLP: induction of myeloid progenitor differentiation, primary screen, cell-based, flow cytometry, MLPCN library; ER-HoxA9 myeloid progenitors, lysozyme-GFP differentiation; calls only at 10 µM; hit rate 1% among 360,000;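 active means normalized GFP-positive differentiation at or above the plate's own cutoff, the solvent-only control mean plus 3 SD; inconclusive means no clear call, values can overlap the other calls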;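 further: cells exposed to compound for four days before flow analysis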
KOR beta-arrestin-1: KOR antagonists, beta-arrestin recruitment, cell-based, luminescence, uHTS (AID 1778); Kappa-type opioid receptor (Homo sapiens); KOR beta-arrestin recruitment, luminescence, antagonist mode; higher % means a stronger effect; inhibition, % at 10 µM; hits with a dose series show IC50 in µM; hit rate 0.091% among 290,000; further: strong numbers were not always called active
GPR55 antagonists: GPR55 antagonists blocking LPI-driven arrestin recruitment, primary screen, imaging, U2OS, beta-arrestin-GFP, LPI agonist (AID 2013); one-dose inhibition, % at 10 µM; IC50 in µM for titrated hits; U2OS GPR55 beta-arrestin-GFP translocation imaging, LPI antagonism; higher % means a stronger effect; hit rate 0.13% among 290,000;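 active means spots per cell inhibited over 60%, with over 100 cells counted and total cytoplasm intensity under 500,000; inconclusive means wells with under 100 cells, flagged as likely toxic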;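 further: U2OS cells stably carrying GPR55 and arrestin-GFP stimulated by 5 µM LPI near EC80; imaged beta-arrestin-GFP aggregate spots per cell after agonist stimulation; plate controls were LPI-stimulated DMSO wells for no effect and DMSO wells without LPI for full effect; some results filed as inactive read as strong as hits; confirmed hits need IC50 under 10 µM and bright autofluorescent wells are also inconclusive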
HIV peptide binding: inhibitors of HIV fusion peptide binding, primary screen, biochemical, uHTS, fluorescence dequenching (AID 1986); cell-free peptide binding, fluorescence dequenching, 30 min; higher % means a stronger effect; one-dose inhibition, % at 20 µM; IC50 in µM for titrated hits; hit rate 0.3% among 290,000; in the data active means inhibition mostly above about 52%, no sharp cut-off; inactive means mostly below about 76%; further: some results filed as inactive read as strong as hits
NOD2 inhibition: NOD2 signaling inhibitors, cell-based, luminescence, uHTS, HEK293 (AID 1566). HEK293 NOD2/NF-kB luciferase reporter, luminescence; higher % means a stronger effect. inhibition, % at 4 µM; hits with a dose series show EC50 in µM. hit rate 0.63% among 290,000; further: many of its hits are not listed in these tables
GPR35 arrestin U2OS: GPR35 antagonists blocking zaprinast-driven arrestin recruitment, primary screen, imaging, U2OS, beta-arrestin-GFP, zaprinast agonist (AID 2058); U2OS GPR35 beta-arrestin-GFP translocation imaging, zaprinast antagonism; higher % means a stronger effect; hit rate 0.052% among 290,000; inhibition, % at 10 µM; hits with a dose series show IC50 in µM; G-protein coupled receptor 35 (Homo sapiens);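 active means inhibition of at least 50% with at least 30 cells and total cytoplasm GFP at most 10,000,000; inconclusive means under 30 cells or total GFP of 10,000,000 plus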
KOR beta-arrestin-2: KOR agonists, beta-arrestin recruitment, primary screen, cell-based, luminescence, uHTS (AID 1777); Kappa-type opioid receptor (Homo sapiens); KOR beta-arrestin recruitment, luminescence; higher % means a stronger effect; one-dose activation, % at 10 µM; EC50 in µM for titrated hits; hit rate 0.02% among 280,000; in the data active means activation above about 50%, passing the limit was not always enough; further: a part of the inactive calls stands beside numbers as strong as those of hits
NOD1 inhibition: NOD1 signaling inhibitors, primary screen, cell-based, luminescence, uHTS (AID 1578). NOD1-driven NF-kB luciferase reporter cells, luminescence; higher % means a stronger effect. hit rate 1% among 290,000. inhibition, % at 4 µM; hits with a dose series show EC50 in µM; in the data active means inhibition mostly above about 36%, no sharp cut-off; inactive means mostly below about 34%;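 further: HEK-293T reporter cells stimulated with the NOD1 agonist gamma-tri-DAP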
Myeloid diff MLP GFP+ MAC1+ %: second read-out of Myeloid diff MLP, no call of its own (marks repeat the call); GFP+ MAC1+ double positive, %; measured here: differentiation confirmed by MAC1 staining
Active calls of the source: *; i = inactive; ? = inconclusive; . = no result given; [ ] = remark or other dose. Unless noted, no stated cut-off is given here; in the data, active means inhibition above about 50%; inactive means the rest.

A first look (two entries):
SMILES	GPR55 beta-arrestin	Myeloid diff MLP	Myeloid diff MLP GFP+ MAC1+ %	KOR beta-arrestin-1	GPR55 antagonists	HIV peptide binding	NOD2 inhibition	GPR35 arrestin U2OS	KOR beta-arrestin-2	NOD1 inhibition
CC(C)NC(=O)c1cc(-c2ccc3c(c2)OCO3)on1	-0.1%	i	0.9	-44%	-12%	-0.2%	-115%	-3%	0.7%	-10%
O=C(Nc1ccc([N+](=O)[O-])cc1)C1C(c2ccccc2)=C1c1ccccc1	-0.2%	i	8.6	1%	-3%	-2.7%	3%	-6%	-0.1%	.

The list itself, from the start:
SMILES	GPR55 beta-arrestin	Myeloid diff MLP	Myeloid diff MLP GFP+ MAC1+ %	KOR beta-arrestin-1	GPR55 antagonists	HIV peptide binding	NOD2 inhibition	GPR35 arrestin U2OS	KOR beta-arrestin-2	NOD1 inhibition
CC(C)NC(=O)c1cc(-c2ccc3c(c2)OCO3)on1	-0.1%	i	0.9	-44%	-12%	-0.2%	-115%	-3%	0.7%	-10%
O=C(Nc1ccc([N+](=O)[O-])cc1)C1C(c2ccccc2)=C1c1ccccc1	-0.2%	i	8.6	1%	-3%	-2.7%	3%	-6%	-0.1%	.
O=C(CN1C(=O)NC2(CCCC2)C1=O)Nc1cccc(Cl)c1	-0.2%	i	0.7	-3%	-6%	-0.3%	-5%	0%	-3.5%	-17%
COc1ccc(CNC(=O)CN(C(=O)c2snc(C(N)=O)c2N)c2ccc(OC)c(OC)c2)cc1	-0.1%	i	1.2	-31%	8%	-1.8%	-3%	4%	-5.9%	28%
CCOC(=O)C1CCCN(c2c(NCCCN3CCCC(C)C3)c(=O)c2=O)C1 (stereo unspecified)	-0.1%	i	1.2	33%	3%	-0.4%	7%	1%	-5.5%	-10%
O=C1CC(c2nc3ccccc3[nH]2)CN1Cc1ccccc1 (stereo unspecified)	0.3%	i	2.4	-12%	3%	0.2%	12%	-10%	-6.0%	-15%
O=C1CC(N2CCN(c3ccc(S(=O)(=O)N4CCOCC4)cc3)CC2)C(=O)N1Cc1ccccc1 (stereo unspecified)	0.3%	i	2.3	-14%	-1%	0.0%	-4%	-11%	0.3%	.
COc1cccc(CNC(=O)N2CCN(S(=O)(=O)c3ccc(Cl)cc3)CC2)c1	-0.1%	i	2.5	-12%	4%	0.7%	0%	-4%	4.9%	12%
COc1ccc(C)cc1N(CC(=O)N1CCc2ccccc2C1)S(C)(=O)=O	-0.1%	i	0.5	-20%[20 µM]	10%	-1.8%	-34%	-4%	-3.9%	38%
Cc1cc2c(cc1S(=O)(=O)N1CCN(c3cccc(C)c3C)CC1)OCCN2C	-0.1%	i	2.2	-25%[20 µM]	-7%	-3.4%	2%	-5%	-3.9%	0%
CC(=O)c1cc(CN2CCC(N3CCC(C(=O)N4CCCC4)CC3)CC2)cs1	-0.1%	i	0.2	-36%[20 µM]	2%	-1.7%	18%	22%	.	-4%
CCN1CCN(C(=O)C23CCC(C)(C(=O)C2Br)C3(C)C)CC1 (stereo unspecified)	-0.1%	i	0.6	7%	2%	1.4%	-13%	5%	0.1%	-9%
Cn1c(SCC(=O)NCc2cccs2)nnc1-c1cccs1	0.0%	i	0.8	23%	1%	1.8%	-1%	22%	-4.6%	-11%
O=C(CCc1nnc(Cc2ccc3c(c2)OCO3)o1)N(CC1CCC1)CC1CCCO1 (stereo unspecified)	0.0%	i	0.4	3%	0%	-2.6%	-15%	11%	1.2%	-14%
O=C(CCc1ccccc1)NCc1ccccc1	0.6%	i	0.1	-3%	-4%	0.2%	14%	-15%	-4.5%	-18%
c1ccc2c(c1)CC(CN1CCNCC1)O2 (stereo unspecified)	0.3%	i	0.6	-49%[20 µM]	-6%	1.6%	-1%	-4%	-3.3%	-25%
COc1cc(/C=N/Nc2nc(C)nc3c2cnn3-c2ccccc2)ccc1O	-0.1%	i	0.1	-107%	-12%	-0.6%	-4%	-10%	-3.9%	-45%
O=C(/C=C(\c1ccc(Cl)cc1)n1cncn1)c1ccc(Cl)cc1	0.0%	i	1.0	18%	3%	2.8%	4%	8%	6.0%	18%
COCc1cc(C)nc(SCC(=O)NCC2CCCO2)c1C#N (stereo unspecified)	-0.2%	i	3.3	8%	-3%	0.2%	-9%	6%	-4.8%	10%
CCCCNC(=O)c1onc(CSc2ccc(F)cc2)c1C(=O)NCCCC	0.4%	i	2.0	7%	4%	-0.8%	33%	9%	0.7%	3%
COCCC(=O)N1CCCC(C(=O)c2ccc(Oc3ccccc3)cc2)C1 (stereo unspecified)	-0.2%	i	0.7	-14%	2%	-1.2%	8%	0%	-3.9%	-18%
COCCN1C(=O)N(c2cccc(OC)c2)C(=O)C1CC(=O)Nc1ccc(OC)cc1 (stereo unspecified)	-0.2%	i	0.7	-10%	5%	-1.2%	13%	5%	0.7%	-10%
COc1ccccc1NS(=O)(=O)c1cccc(C(=O)NCC(C)(C)N2CCOCC2)c1	0.0%	i	0.6	19%	22%	1.4%	5%	4%	2.3%	-25%
CN(C)C(/C=C/Nc1ccc(O)cc1)=C(C#N)C#N	-0.4%	i	0.0	8%	16%	-0.2%	11%	6%	-3.3%	-44%
Cc1ccc(CSc2nnc3ccc(-c4ccncc4)nn23)cc1	0.2%	i	0.5	-3%	-7%	-0.5%	8%	-17%	-3.2%	-24%
SMILES	GPR55 beta-arrestin	Myeloid diff MLP	Myeloid diff MLP GFP+ MAC1+ %	KOR beta-arrestin-1	GPR55 antagonists	HIV peptide binding	NOD2 inhibition	GPR35 arrestin U2OS	KOR beta-arrestin-2	NOD1 inhibition
CCCC(C)c1nnc(NC(=O)C2CCCO2)s1 (stereo unspecified)	-0.1%	i	2.0	-72%	1%	0.1%	6%	-24%	3.4%	37%
CCc1cc(C(=O)OC)c(NC(=O)CC2Nc3cc(C)c(C)cc3NC2=O)s1 (stereo unspecified)	0.7%	i	1.4	39%	14%	12%	1%	0%	-5.7%	-24%
COc1cccc(OCCNc2cc(N3CCCCC3)ccc2[N+](=O)[O-])c1	-0.1%	i	0.0	18%	26%	0.2%	-6%	0%	-0.3%	-21%
COc1ccc(N(CC(=O)NCc2ccco2)S(C)(=O)=O)cc1Cl	-0.3%	i	0.8	-16%	4%	0.5%	8%	1%	1.4%	11%
CCN1CCN(c2ccc(NC(=O)c3cc(OC)c(OC)c(OC)c3)cc2)CC1	-0.1%	i	0.8	-20%[20 µM]	5%	0.2%	18%	-6%	-6.6%	-22%
O=C(NC1CCCC1)C(c1ccncc1)N(C(=O)c1csnn1)c1cccc(F)c1 (stereo unspecified)	-0.1%	i	0.3	-16%	1%	0.1%	-5%	8%	-0.9%	4%
Cc1c(C(=O)N/N=C/c2ccccc2)[nH]c2ccc(Cl)cc12	0.2%	i	0.5	-62%	-6%	2.9%	-19%	-5%	4.3%	-31%
Cc1cc(C)cc(C(=O)NC(CC(N)=O)c2ccc(NC3CCCCCCC3)c([N+](=O)[O-])c2)c1 (stereo unspecified)	0.2%	i	0.9	2%[20 µM]	2%	0.0%	8%	20%	-2.7%	-16%
O=C(NC1CCCC1)C(c1ccsc1)N(Cc1ccco1)C(=O)Cc1cccs1 (stereo unspecified)	0.7%	i	0.7	2%	-6%	-3.0%	-62%	18%	-1.6%	-15%
COc1ccc2c(c1)C(=O)C(=O)N2CCS(=O)(=O)c1ccccc1	-0.1%	i	3.4	-72%	7%	0.3%	-4%	-6%	6.0%	-21%
O=C(CCCn1ncn2c(cc3occc32)c1=O)NCc1cccc(Cl)c1	-0.1%	?	.	3%	1%	-0.5%	7%	-16%	-2.3%	-13%
Cc1ccc(NC(=O)N2CCCn3c(SCC(=O)c4ccccc4)nnc32)cc1	-0.1%	i	0.2	5%	14%	2.0%	9%	-12%	0.1%	-3%
Cc1ccc(N2CCN(C(=O)NC3CCCCC3)CC2)c(C)c1	0.3%	i	0.9	-2%[20 µM]	6%	0.2%	-16%	4%	1.7%	-19%
CC(C)(C)Cc1nnc(NC(=O)c2ccc3c(c2)OCO3)s1	-0.2%	i	2.8	-7%	-6%	0.7%	-76%	4%	6.8%	40%
COC(=O)C1=C(C)NC(C)=C(C(=O)OC)C1c1ccccc1OCc1c(C)no[n+]1[O-]	-0.2%	i	0.3	.	3%	-2.1%	-23%	13%	-3.2%	-8%
C[C@H]1CN(Cc2ccccc2)C(=O)[C@@H]1CC(=O)NCc1ccccc1	-0.3%	i	2.6	-28%[20 µM]	-2%	-1.1%	1%	-4%	0.6%	18%
CCOc1ccc(N=C2NC(=O)CS2)cc1	0.0%	i	0.7	-41%[20 µM]	-3%	-0.4%	10%	2%	2.8%	-16%
FC(F)(F)c1cccc(Nc2nc(N3CCOCC3)nc(N3CCOCC3)n2)c1	-0.2%	i	0.1	-2%	-3%	2.0%	6%	-12%	-2.2%	-4%
Cn1nc(C(=O)NCc2cccs2)c2ccccc2c1=O	0.0%	i	0.1	-21%	-4%	-0.9%	3%	-13%	2.5%	-8%
CCN1CCN(CCNC(=O)c2ccc(/C=C3/Sc4ccccc4N(Cc4cccc(C)c4)C3=O)cc2)CC1	0.5%	i	0.6	-36%	-2%	3.7%	2%	-1%	11%	-31%
CCC(NC(=O)C1CCC1)c1ccc(C)cc1 (stereo unspecified)	-0.2%	i	2.1	-8%	1%	1.2%	16%	-7%	-4.8%	-16%
O=C(c1ccc(CSc2nc3ccncc3[nH]2)cc1)N1CCCCC1	-0.3%	i	1.6	5%	6%	-0.1%	2%	0%	-1.1%	-24%
CCC(C)C(NC(=O)[C@@H](NC(=O)c1ccccc1F)C(C)C)C(=O)OC (stereo partly specified)	-0.2%	i	0.2	15%	3%	2.0%	15%	8%	-6.9%	13%

Look-ups from the results shown.
`CCC(C)C(NC(=O)[C@@H](NC(=O)c1ccccc1F)C(C)C)C(=O)OC` (stereo partly specified) in GPR55 antagonists: 3%
`COc1ccc2c(c1)C(=O)C(=O)N2CCS(=O)(=O)c1ccccc1` in NOD1 inhibition: -21%
`CCN1CCN(CCNC(=O)c2ccc(/C=C3/Sc4ccccc4N(Cc4cccc(C)c4)C3=O)cc2)CC1` in KOR beta-arrestin-1: -36%
`Cn1nc(C(=O)NCc2cccs2)c2ccccc2c1=O` in KOR beta-arrestin-1: -21%
`FC(F)(F)c1cccc(Nc2nc(N3CCOCC3)nc(N3CCOCC3)n2)c1` in HIV peptide binding: 2.0%

This is a subset (hit frequency here may not be typical).
